Screening data as filed in PubChem BioAssay.
ERAP1 HTS inh: blocks human ERAP1 aminopeptidase activity; Q9NZ08; recombinant ERAP1, Leu-AMC fluorescence, 60 min; inhibition, % at 10.7 µM; 340,000 tested, 0.15% active; AID 652197;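 active = mean replicate inhibition of at least 30%, or all replicates individually reaching that 30% level; inactive = mean below 30% and not every replicate reaching it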;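 note: 0% = neutral control wells and 100% = L-leucinethiol positive control wells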
Target sequence (Q9NZ08 whole entry, looked up): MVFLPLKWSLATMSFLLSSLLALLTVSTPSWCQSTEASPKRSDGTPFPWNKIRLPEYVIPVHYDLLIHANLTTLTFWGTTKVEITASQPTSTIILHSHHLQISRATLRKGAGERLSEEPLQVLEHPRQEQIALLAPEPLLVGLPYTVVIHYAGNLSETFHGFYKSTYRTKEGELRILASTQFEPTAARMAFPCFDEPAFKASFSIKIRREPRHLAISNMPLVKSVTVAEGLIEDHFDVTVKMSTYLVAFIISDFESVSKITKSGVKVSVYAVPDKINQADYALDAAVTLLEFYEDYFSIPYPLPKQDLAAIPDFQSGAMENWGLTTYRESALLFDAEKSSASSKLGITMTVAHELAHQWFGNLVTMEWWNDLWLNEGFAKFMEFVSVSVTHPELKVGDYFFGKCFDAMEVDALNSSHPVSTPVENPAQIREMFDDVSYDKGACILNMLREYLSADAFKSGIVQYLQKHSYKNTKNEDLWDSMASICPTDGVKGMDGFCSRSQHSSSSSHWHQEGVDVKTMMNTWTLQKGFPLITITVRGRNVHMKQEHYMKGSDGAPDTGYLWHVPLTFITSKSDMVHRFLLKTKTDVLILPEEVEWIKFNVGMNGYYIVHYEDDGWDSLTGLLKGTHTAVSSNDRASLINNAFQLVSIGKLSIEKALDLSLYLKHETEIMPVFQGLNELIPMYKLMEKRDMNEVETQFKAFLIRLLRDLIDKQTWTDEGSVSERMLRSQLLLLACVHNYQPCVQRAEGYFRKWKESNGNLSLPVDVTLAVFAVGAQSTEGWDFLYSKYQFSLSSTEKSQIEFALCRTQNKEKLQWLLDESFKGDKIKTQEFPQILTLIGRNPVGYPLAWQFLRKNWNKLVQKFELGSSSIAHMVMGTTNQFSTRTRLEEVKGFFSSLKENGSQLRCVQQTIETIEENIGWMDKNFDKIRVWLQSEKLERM
PglD inh: blocks C. jejuni PglD acetyltransferase activity; 360,000 tested, 0.098% active; purified PglD enzyme, DTNB colorimetric CoA detection; AID 602405; inhibition, % at 12.5 µM; in the data active = inhibition above about 16%, passing the limit was not always enough; note: strong numbers were not always called active
EWS-Fli block: inhibitors of EWS/Fli oncoprotein transcriptional activity; A673 NR0B1-luciferase reporter, viability-normalised; inhibition, % at 12.6 µM; 350,000 tested, 0.67% active; AID 651661;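 active = mean inhibition of at least 50% after viability correction, with every replicate also passing that limit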;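 note: firefly luciferase signal divided by Alamar Blue viability fluorescence both relative to DMSO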
PAX8 reporter: inhibitors of PAX8 transcriptional activity in RMG-I cells | RMG-I TPO-luciferase reporter, SteadyGlo, 24 h | 360,000 tested, 1.2% active | AID 652154 | inhibition, % at 12.6 µM;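 active = mean replicate inhibition at least 60% with every replicate also reaching 60%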;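 note: luciferase light reporting Pax8 driven TPO promoter activity; plate controls were median of neutral control wells for no effect and mitoxantrone controls for full effect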
PGC1a acetyl inh: lowers PGC1a acetylation signal in U2OS cells | AlphaScreen anti-acetyl-lysine; with virally co-expressed GCN5 acetyltransferase | inhibition, % at 15.6 µM | 350,000 tested, 0.17% active | AID 651687;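 active = every replicate shows inhibition of at least 40%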;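 note: 0% = neutral control wells and 100% = positive control wells; some results beyond the cut were filed as inactive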
S100A4 MyoIIA: S100A4-myosin IIA interaction inhibition. 360,000 tested, 0.14% active. S100A4/TAMRA-MyoIIA peptide fluorescence polarization. inhibition, % at 10.7 µM. AID 652163;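 active = mean inhibition of at least 70% across replicates, with every replicate also reaching that level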
Target sequence (P26447 whole entry, looked up): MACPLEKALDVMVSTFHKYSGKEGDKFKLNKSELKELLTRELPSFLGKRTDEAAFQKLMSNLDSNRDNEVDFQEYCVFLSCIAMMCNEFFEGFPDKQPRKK
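Compound dosing: one dose per compound; test system: human S100A4 monomer with TAMRA-labelled myosin IIA peptide; probe or stimulus: TAMRA-labelled myosin IIA heavy-chain peptide probe, 5 nM; medium: HEPES buffer with Ca2+, pH 7.2; schedule: 5 min incubation before reading; benchmarks: neutral control DMSO, positive control TFP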
LGR2 inh: inhibitors of bursicon-induced Drosophila LGR2 receptor cAMP signaling; inhibition, % at 9.99 µM; 380,000 tested, 0.35% active; HEK293 LGR2, CRE-luciferase, bursicon-stimulated, 4 h; AID 720647;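 active = drop in luminescence signal, shown as inhibition above about 50% in the replicate tests, limit read from the data, passing the limit was not always enough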;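 note: agonist challenge used bursicon conditioned medium at about half maximal strength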
FN deposit inh: fibronectin deposition inhibition | AH1F fibroblasts, Alexa488-fibronectin deposition fluorescence, overnight | inhibition, % at 12.6 µM | 350,000 tested, 0.086% active | AID 743247;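 active = mean inhibition across replicates of 30% or more, regardless of how many single replicates reach that level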;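 note: positive control wells lacked labelled fibronectin entirely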
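Assay system: AH1F fibroblast monolayer, labelled fibronectin deposition. Amount: 10000 cells per well. Also added: labelled fibronectin 24 nM. Compound: single-point pinned compound. Incubation: cell attachment 1 h, compound and FN exposure overnight. Detection: fluorescence after three HBSS washes, excitation 485 nm, emission 525 nm. Read-out: inhibition of fibronectin deposition signal.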
The depositor's hits bear a star; / = no result given; & = joins results of further samples.

Molecule	ERAP1 HTS inh	PglD inh	EWS-Fli block	PAX8 reporter	PGC1a acetyl inh	S100A4 MyoIIA	LGR2 inh	FN deposit inh
COc1ccc(NC(=O)C(c2ccccc2)n2c(=O)c(-c3ccco3)nc3ccccc32)cc1 (stereo unspecified)	-2	/	1	4	/	-6	0	-5
COc1cccc(NC(=O)N2C3CCCC2CC(NC(=O)C2CC2)C3)c1 (stereo unspecified)	-4	1	/	-9	15	3	9	0
O=C1NCCN1c1ccccc1	-1	/	-5	-9	11	6	-22	-5
CCOC(=O)C1(C)CCCN1C(=O)c1cccs1 (stereo unspecified)	5	0	-2	-24	12	4	3	9
C[C@@H]1CN([C@H](C)CO)C(=O)c2cccc(NC(=O)C3CC3)c2O[C@H]1CN(C)S(=O)(=O)c1ccc(F)cc1	1	0	1	-12	5	3	-29	-7
CN1C(=O)c2cc(NC(=O)c3ccc(F)cc3)ccc2OC[C@H]2O[C@@H](CC(=O)NCC3CC3)CC[C@H]21	0	0	-8	10	-4	0	-1	-1
Cn1c(SCC(=O)NC2CCCC2)nnc1C(F)(F)F	-3	-4	1	-1	/	-1	-6	11
CN(C)CC(=O)Nc1ccc2cn[nH]c2c1	-3	/	12	-1	/	-3	-8	1
COc1ccc2[nH]c3c(C)c4cc[n+](C)cc4c(C)c3c2c1	26	/	50	70*	1	-4	-8	7
Cc1nc(N)nc(OCC(F)(F)C(F)F)c1Br	/	6	/	12	-2	/	/	-7
COc1cc(CN/C(C)=C(\C#N)C(N)=O)cc(OC)c1OC	/	-2	/	/	10	/	-4	11
COc1ccc(NC(=O)N(C)C[C@@H]2Oc3c(NC(=O)Nc4ccccc4)cccc3C(=O)N([C@H](C)CO)C[C@H]2C)cc1	-3	-1	-1	16	4	-1	1	/
O=C(C1CCC(=O)N(C2CCCC2)C1)N1CCC(Oc2cccc(F)c2)CC1 (stereo unspecified)	-2	-1	-2	1	4	6	2	3
CC(=O)c1ccc(NC(=O)c2cccc(NC(=O)c3ccccc3)c2)cc1	-2	10	-65	-34	0	-5	-17	2
COc1ccc2c(Cl)c(C(=O)NN)sc2c1	1	-4	/	/	-5	3	-1	4
O=C(NC(=S)N1CCCc2ccccc21)c1ccc([N+](=O)[O-])cc1	1	/	/	/	8	-6	-18	/
Cc1ccc(OCCC(=O)OCC(=O)c2c(N)n(CC(C)C)c(=O)n(C)c2=O)cc1	4	-7	4	-6	-5	4	5	-10
C/C=C/c1cnc2c(c1)C(=O)N([C@@H](C)CO)C[C@H](C)[C@@H](CN(C)C(=O)c1cccnc1)O2	5	20	5	/	4	-2	-17	/
O=c1c(-c2ccco2)nc2ccccc2n1C(c1ccccn1)c1nc2ccccc2[nH]1 (stereo unspecified)	1	/	-27	5	/	-3	4	1
CCC1(c2ccccc2)NC(=O)N(CC(=O)NNC(=O)c2ccoc2C)C1=O (stereo unspecified)	-5	/	-3	10	/	2	8	-3
O=C(CN1C(=O)C2C3C=CC(C3)C2C1=O)Nc1ccc(S(=O)(=O)Nc2nccs2)cc1 (stereo unspecified)	/	/	3	-6	/	-6	-3	4
CCn1c(=O)c(C(=O)NCCN2CCCCC2)c(O)c2ccccc21	/	-3	/	4	13	/	/	5
C=CCCN(Cc1ccccc1)S(=O)(=O)c1ccccc1Br	/	-3	-18	-6	/	/	0	0
Cc1noc(C)c1NC(=O)N(C)C[C@@H]1Oc2ccc(NS(=O)(=O)c3cccs3)cc2C(=O)N([C@H](C)CO)C[C@@H]1C	0	2	3	/	11	6	9	/
O=C(NS(=O)(=O)c1ccc(Cl)s1)c1ccccc1	1	5	3	-3	-4	-2	-3	-6
COc1ccc([C@@H]2C[C@H]3CN(Cc4ccccc4OC)C(=O)[C@]34CCCN24)cc1C	-4	-2	-2	22	0	-9	0	0
Cc1ccc(-c2nc(N)sc2CC(=O)OCC(=O)N2C(C)CCCC2C)cc1 (stereo unspecified)	-1	-7	15	2	-5	-4	6	-1
CCOc1ccc2nc(-c3ccc(OC)c(OC)c3)cc(C(=O)O)c2c1	2	-4	/	/	/	-1	5	/
Cc1nc(-c2noc(-c3ccccc3Cl)n2)c(C(F)(F)F)o1	1	7	-95	-83	/	-1	-75	-14
CCNC(=O)C[C@@H]1CC[C@H]2[C@H](COc3ccc(NC(C)=O)cc3C(=O)N2C)O1	-1	3	-5	-16	2	13	-1	4
CCOC(=O)C[n+]1c(C)ccc2c1CCC2	/	3	/	19	-5	/	/	7
CCOc1ccccc1NC(=S)N1CCN(c2ccccc2)CC1	0	-3	9	15	-6	-25	/	1
O=C(N[C@@H]1CC[C@@H](CCNS(=O)(=O)c2ccc(Cl)cc2)O[C@@H]1CO)c1cccnc1	-2	6	22&-1	-12&-3	-8	5&-3	8&-15	4
O=C(Nc1cccc(Cl)c1)Nc1csc([N+](=O)[O-])c1	-6	-3	19	99*	-11	-3	26	7
CCCc1ccccc1OCCNC(=O)c1cc(=O)n(C)c(=O)n1C	2	/	2	-3	/	5	13	6
CCN1CCN(S(=O)(=O)c2ccc(Cl)c(C(=O)N(C)Cc3ccco3)c2)CC1	3	-2	4	-12	-11	3	-3	-5
CN(CC(=O)Nc1cccc(F)c1)C(=O)c1ccc2c(c1)OCCO2	13	2	-45	-95	/	-3	-28	/
Cc1ccnc(NC(=O)CCC(=O)N(CC(=O)NC(C)(C)C)c2ccc(F)c(Cl)c2)c1	-1	/	-8	9	-10	3	4	1
O=C(COc1ccc2c(-c3ccccc3)cc(=O)oc2c1)N[C@@H](Cc1c[nH]c2ccc(O)cc12)C(=O)O	/	8	-3	/	4	-1	3	/
CCOc1ccc(N(C)C(=O)CCc2nnc3ccc(N4CCOCC4)nn23)cc1	0	-3	3	-10	11	6	19	-8
COc1ccccc1-c1ccc([C@@H]2[C@H]3CN(C(=O)c4cccnc4)CCCCN3[C@H]2CO)cc1	1	-3	-5	-12	-1	0	-29	-3
c1ccc(CN2CCC(Nc3ncnc4sccc34)CC2)cc1	-3	/	1	15	-4	4	-12	-9
Cc1cc2nc(-c3ccccc3)c(Cc3cccc(F)c3)n2c(C)c1Br	1	-8	-22	22	-8	0	-36	4
O=C1C(Cl)=C(Nc2cccc(O)c2)C(=O)N1Cc1ccccc1	0	/	12	20	-16	-5	-12	-8
CCCCNC(=O)N(O)C1N(/N=C/c2ccc(N(C)C)cc2)C(=S)SC1(C)C (stereo unspecified)	-4	-4	2	-2	0	-1	-15	4
COc1ccc(NC(=O)Nc2ccc3c(c2)C(=O)N([C@@H](C)CO)C[C@H](C)[C@@H](CN(C)C(=O)Nc2cccc4ccccc24)OCCCC[C@@H](C)O3)cc1	-1	/	-11	11	5	2	11	-17
COc1ccc(NC(=O)c2ccc(-n3c(C)ccc3C)cc2)c(OC)c1	5	/	2	-22	-7	-12	18	5
O=C(NNc1ccc(F)cc1)c1c(F)cccc1Cl	/	1	-6	9	7	-4	/	6
C[C@@H]1CN([C@@H](C)CO)C(=O)c2cc(NC(=O)c3ccccc3)ccc2O[C@@H](C)CCCCO[C@H]1CN(C)Cc1ccc2c(c1)OCO2	3	2	11	-3	-3	-5	5	/
Cc1ccc(S(=O)(=O)N2CC[C@H]3[C@H](CO)Nc4ccc(Br)cc4[C@H]32)cc1	2	4	-14	-18	-15	-6	37	7
O=C(C1CCC1)N1CC2(C1)[C@H](c1ccccc1)[C@H](CO)N2C(=O)CC1CC1	2	/	1	/	-2	-1	-12	/
O=C(COC(=O)COc1ccccc1)Nc1ccc(OC(F)(F)F)cc1	2	-8	/	6	12	7	/	-5
CCC(C)(C)c1ccc(OCCN2C(=O)NC(C)(C)C2=O)cc1	/	-2	/	7	-16	/	/	-3
COc1ccc(S(=O)(=O)N2CCN(c3nn(C)c(=O)n(C)c3=O)CC2)cc1	0	1	10	8	9	-6	3	/
COCCNc1nc2c(-c3cccc(C(F)(F)F)c3)nnn2c2ccccc12	-1	-1	18	30	0	-3	7	0
Cc1ccccc1S(=O)(=O)N1[C@H](C#N)[C@H](c2ccccc2)[C@H]1CO	1	-2	-19	-8	-4	1	-12	-7
Cc1cccc(-c2ccc([C@H]3[C@@H](CO)N4CCCCN(C(=O)NC(C)C)C[C@@H]34)cc2)c1	-1	1	11	3	-9	-1	8	/
Nc1[nH]c(C(=O)c2ccccc2)c(-c2cc(F)ccc2Br)c1C(=O)NCCc1c[nH]c2ccccc12	-2	/	3	15	/	0	24	6
C=CCNC(=O)O/N=C/c1csc([N+](=O)[O-])c1	7	-1	1	-11	17	-3	-8	9
Cc1ccc(-c2ccc(=O)n(Cc3ccc(F)cc3)n2)cc1	-9	3	12	-17	-9	1	9	-2

Another view of some results above:
Structure: O=C(Nc1cccc(Cl)c1)Nc1csc([N+](=O)[O-])c1
  ERAP1 HTS inh: -6
  PglD inh: -3
  EWS-Fli block: 19
  PAX8 reporter: 99*
  PGC1a acetyl inh: -11
  S100A4 MyoIIA: -3
  LGR2 inh: 26
  FN deposit inh: 7

Structure: CCCc1ccccc1OCCNC(=O)c1cc(=O)n(C)c(=O)n1C
  ERAP1 HTS inh: 2
  PglD inh: /
  EWS-Fli block: 2
  PAX8 reporter: -3
  PGC1a acetyl inh: /
  S100A4 MyoIIA: 5
  LGR2 inh: 13
  FN deposit inh: 6

Following part:
Molecule	ERAP1 HTS inh	PglD inh	EWS-Fli block	PAX8 reporter	PGC1a acetyl inh	S100A4 MyoIIA	LGR2 inh	FN deposit inh
CC(C)(C)c1ccc(C(O)CCCN2CCC(C(O)(c3ccccc3)c3ccccc3)CC2)cc1 (stereo unspecified)	-5	1	2	-18	-9	3&-5	5	-4
COc1ccc(-c2sc3ccccc3c2-c2ccc(OC)cc2F)cc1	/	/	-20	-22	/	-8	-49	/
CN(CC(=O)NCc1ccccn1)S(=O)(=O)c1ccc2ccccc2c1	6	-5	3	-1	0	6	-8	/
COc1ccc(-n2c(Cn3nnc4ccccc43)n[nH]c2=S)cc1	/	-2	/	/	-2	/	-11	-9
COc1ccc(NC(=O)c2cc3sccc3n2Cc2ccc(F)cc2)cc1OC	/	3	/	-31	-36	/	/	-1
O=C(COc1ccccc1)Nc1ccc(N2CCN(C(=O)c3ccco3)CC2)cc1	-4	/	-12	6	/	3	-8	/
Cc1cc([N+](=O)[O-])nn1CC(=O)NCCCN1CCOCC1	2	11	7	6	/	-1	13	3
COc1ccc(NC2CCCN(Cc3cccc4cnccc34)C2)cc1 (stereo unspecified)	0	-2	3	27	/	6	10	3
C[C@H](NC(=O)[C@H]1[C@H](CO)[C@H]2Cn3c(ccc(-c4ccccc4)c3=O)[C@@H]1N2C)c1ccccc1	-2	2	4	/	/	0	-2	/
COc1ccc(NC(=O)CSc2nnc(Cn3c(=O)sc4ccccc43)n2C)cc1	/	-1	3	2	-1	0	-21	-7
N#Cc1c(N)nc(SCc2ccccc2)c(C#N)c1-c1ccco1	0	0	-6	/	0	-3	-17	/
O=C1NC(=O)c2c(NC(=O)C3CCCO3)cccc21 (stereo unspecified)	-5	2	0	/	-5	3	5	/
Cc1ccccc1CN1[C@@H](Cc2ccccc2)COCCS1(=O)=O	/	-4	-12	-21	-9	/	7	-14
C[C@H](NC(=O)c1nc[nH]c1C(=O)NCC(=O)OC(C)(C)C)C(=O)OCc1ccccc1	1	0	13	-4	5	-2	2	3
CCOC(=O)N/N=C\c1ccc(OC/C=C/c2ccccc2)c(OC)c1	-3	1	/	-19	/	-2	-7	-2
